Rac1 wt GTP bind: alters GTP binding to wildtype human Rac1 | GTP binding activity (% of control), % at 10 µM | GST-Rac1 beads, fluorescent GTP binding, flow cytometry; actives lie on both sides; 0 = cold GTP competed, 100 = untreated | AID 757 | 0.27% of 190,000 active;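 active means GTP binding activity at least 20 points away from the 100% control level, either lower or higher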
Bim-Bcl-B: disrupts Bim peptide binding to human Bcl-B. Q9HD36. bead-based flow cytometry. inhibition, % at 10 µM. 0.073% of 190,000 active. AID 951;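 further: 0% = tracer peptide without compound and 100% = reference inhibitor peptide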
Target sequence (Q9HD36 whole entry, looked up): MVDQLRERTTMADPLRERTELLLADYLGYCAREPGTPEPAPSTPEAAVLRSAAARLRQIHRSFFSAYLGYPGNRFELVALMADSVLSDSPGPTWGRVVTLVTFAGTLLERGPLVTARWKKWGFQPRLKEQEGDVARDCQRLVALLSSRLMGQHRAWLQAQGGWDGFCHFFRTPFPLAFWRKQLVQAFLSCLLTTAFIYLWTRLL
Cdc42 wt GTP: changes GTP binding to wildtype human Cdc42; P60953; GST-Cdc42 beads, Bodipy-GTP binding, flow cytometry; actives lie on both sides; percent activity (GTP binding), % at 10 µM; 0.2% of 190,000 active;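 active means percent activity GTP binding at least 20 points away from the 100% baseline, either down as inhibitor or up as activator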;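 further: median bead fluorescence of bound Bodipy-FL-GTP at 100 nM; 0% = excess unlabeled GTP control and 100% = no compound control; below 100% means less GTP binding so inhibitor and above means activator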
Target sequence (P60953 whole entry, looked up): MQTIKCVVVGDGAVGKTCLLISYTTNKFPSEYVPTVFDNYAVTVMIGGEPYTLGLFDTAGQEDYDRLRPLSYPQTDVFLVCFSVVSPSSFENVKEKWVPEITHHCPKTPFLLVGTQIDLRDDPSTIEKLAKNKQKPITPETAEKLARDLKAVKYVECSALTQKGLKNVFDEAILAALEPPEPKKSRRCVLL
Bcl-XL Bim block: human Bim-Bcl-XL interaction inhibition. Bim peptide-Bcl-XL binding, bead flow cytometry, fluorescence. inhibition, % at 10 µM. 0.04% of 190,000 active. AID 1007
Rac1 mut GTP: modulators of GTP binding to human Rac1 activated mutant; AID 764; percent activity (GTP binding), % at 10 µM; GST-Rac1 activated beads, fluorescent GTP binding, flow cytometry; actives lie on both sides; 100% means binding = to untreated wells; P63000; 0.11% of 190,000 active;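 active means GTP binding at least 20 percentage points away from the 100% baseline, in either direction, so actives lie on both sides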
Bfl-1 Bim block: inhibitors of Bim-Bfl-1 interaction, human; 0.12% of 190,000 active; inhibition, % at 10 µM; AID 1008; Q16548; Bead-based flow cytometry, Bim-Bfl-1 binding inhibition;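 further: 0% = wells without compound plus tracer and 100% = blocker peptide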
HRas wt GTP bind: human HRas wildtype GTP binding, change in either direction | P01112 | GTP binding activity, % at 10 µM | GST-Ras wt beads, Bodipy-FL-GTP binding, flow cytometry; actives lie on both sides | AID 759 | 0.14% of 190,000 active;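 active means GTP binding activity at least 20% away from the 100% baseline, either lowered as inhibitor or raised as activator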;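 further: 0% = unlabeled GTP competition control and 100% = no-compound control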
Target sequence (P01112 whole entry, looked up): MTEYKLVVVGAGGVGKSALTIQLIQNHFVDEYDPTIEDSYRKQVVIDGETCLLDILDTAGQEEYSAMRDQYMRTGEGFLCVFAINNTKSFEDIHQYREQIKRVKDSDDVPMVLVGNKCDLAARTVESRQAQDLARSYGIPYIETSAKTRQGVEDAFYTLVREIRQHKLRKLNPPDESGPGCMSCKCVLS
Rab7 wt GTP bind: dog Rab7 wildtype GTP binding, inhibitors and activators | GST-Rab7 beads, fluorescent GTP binding, flow cytometry; actives lie on both sides; untreated = 100%, excess cold GTP = 0% | GTP binding activity (percent of control), % at 10 µM | 0.055% of 190,000 active | AID 758;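 active means fluorescent GTP binding to Rab7 beads changed by at least 20 points from the 100% baseline, either direction, mostly lower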;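 further: median green fluorescence of bound Bodipy-FL-GTP per Rab7 bead population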
Rab2A wt mod: changes GTP binding to wildtype dog Rab2A, up or down; P61105; GST-Rab2 wt beads, Bodipy-GTP binding, flow cytometry; GTP binding activity, % at 10 µM; 0.19% of 190,000 active;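 active means GTP binding activity at least 20 points away from 100%, either lowered or raised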;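 further: 0% = beads with excess unlabeled GTP and 100% = no-compound control corrected for plate trend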
Bcl-W Bim block: inhibitors of Bim-Bcl-W interaction, human; bead-based flow cytometry, Bim peptide-Bcl-W binding; inhibition, % at 10 µM; 0.02% of 190,000 active;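 further: 0% = bound tracer without compound and 100% = peptide blocker; higher means less fluorescent Bim peptide bound to Bcl-W beads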
Target sequence (Q92843 whole entry, looked up): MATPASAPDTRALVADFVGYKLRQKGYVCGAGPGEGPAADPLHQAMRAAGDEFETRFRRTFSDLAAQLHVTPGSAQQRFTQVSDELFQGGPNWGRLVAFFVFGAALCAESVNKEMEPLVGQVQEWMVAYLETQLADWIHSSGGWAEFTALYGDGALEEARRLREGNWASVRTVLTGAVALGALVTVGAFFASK
Bcl-2 Bim block: inhibitors of Bim-Bcl-2 interaction, human; P10415; Bead-based flow cytometry, Bim peptide-Bcl-2 binding; inhibition, % at 10 µM; 0.06% of 190,000 active; AID 950; in the data active means inhibition above about 40%;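 further: 0% = no compound wells with probe peptide and 100% = reference peptide inhibitor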
Target sequence (P10415 whole entry, looked up): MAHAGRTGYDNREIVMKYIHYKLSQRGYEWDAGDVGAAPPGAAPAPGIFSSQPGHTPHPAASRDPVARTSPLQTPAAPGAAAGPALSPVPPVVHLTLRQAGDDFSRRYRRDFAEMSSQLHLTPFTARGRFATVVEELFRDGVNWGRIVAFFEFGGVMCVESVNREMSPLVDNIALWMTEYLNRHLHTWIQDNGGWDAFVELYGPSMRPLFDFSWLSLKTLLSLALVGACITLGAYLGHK
* hit, by the source's call. Unless noted, no stated cut-off is given here; in the data, active means inhibition above about 40%.

Rac1 mut GTP | HRas wt GTP bind | Rac1 wt GTP bind | Bcl-XL Bim block | Bcl-W Bim block | Rab7 wt GTP bind | Rab2A wt mod | Cdc42 wt GTP | Bcl-2 Bim block | Bim-Bcl-B | Bfl-1 Bim block | Molecule
101.0 | 101.0 | 110.0 | -7.0 | -2.0 | 103.0 | 99.0 | 105.0 | -12.0 | -10.0 | -20.0 | CCC(NS(=O)(=O)c1ccc(C)cc1)C(=O)O (stereo not given)
93.0 | 102.0 | 101.0 | -5.0 | -4.0 | 106.0 | 102.0 | 99.0 | -1.0 | -4.0 | -7.0 | Cc1sc(N)nc1-c1ccccc1
97.0 | 99.0 | 99.0 | -5.0 | -6.0 | 104.0 | 98.0 | 98.0 | -8.0 | -8.0 | -4.0 | O=C(COc1cccnc1[N+](=O)[O-])Nc1ccc2c(c1)OCO2
98.0 | 100.0 | 103.0 | 0.0 | -1.0 | 103.0 | 101.0 | 96.0 | -2.0 | -2.0 | -5.0 | COc1cccc(C(=O)Nn2cnnc2)c1
100.0 | 101.0 | 102.0 | -2.0 | 3.0 | 105.0 | 101.0 | 97.0 | -2.0 | -7.0 | -8.0 | CN(CCNC(=O)c1cn(C)c2ccc(S(=O)(=O)N(C)C)cc2c1=O)CCc1ccccc1
101.0 | 99.0 | 105.0 | -4.0 | -1.0 | 99.0 | 99.0 | 99.0 | -3.0 | -8.0 | -1.0 | CC(=O)Nc1ccc(Nc2nc(C)c([N+](=O)[O-])c(Nc3ccccc3)n2)cc1
98.0 | 99.0 | 100.0 | 2.0 | -4.0 | 95.0 | 100.0 | 101.0 | -2.0 | 3.0 | -4.0 | COc1ccc(S(=O)(=O)N2CCC[C@H]2C(=O)NC2=NCCS2)cc1
98.0 | 99.0 | 101.0 | -1.0 | 0.0 | 101.0 | 96.0 | 95.0 | -4.0 | -6.0 | -8.0 | CCOc1ccc(NC(=O)C23CC4CC(C2)CC(c2ccccc2)(C4)C3)cc1
101.0 | 102.0 | 104.0 | -3.0 | 0.0 | 102.0 | 98.0 | 100.0 | 3.0 | -2.0 | 0.0 | C=C(C)C1CC=C(C)/C(=N/NC(=O)CNc2ccc(C)cc2C)C1 (stereo not given)
95.0 | 97.0 | 94.0 | -2.0 | 0.0 | 98.0 | 94.0 | 95.0 | -6.0 | -7.0 | -3.0 | CCOC(=O)Cc1csc2nc3sc(C)c(C)c3c(=O)n12
103.0 | 104.0 | 108.0 | -2.0 | -2.0 | 103.0 | 100.0 | 102.0 | -3.0 | -4.0 | -1.0 | CNCc1ccccc1Sc1cccc(O)c1
102.0 | 102.0 | 113.0 | -7.0 | -3.0 | 100.0 | 101.0 | 109.0 | -10.0 | -10.0 | -18.0 | CCOc1cccc(C(=O)N(Cc2ccco2)C2CCS(=O)(=O)C2)c1 (stereo not given)
97.0 | 95.0 | 95.0 | 0.0 | 0.0 | 93.0 | 95.0 | 93.0 | -1.0 | -8.0 | -2.0 | COC(=O)CN(c1ccccc1[N+](=O)[O-])S(=O)(=O)c1ccccc1
90.0 | 85.0 | 92.0 | 2.0 | 2.0 | 89.0 | 88.0 | 90.0 | 1.0 | -4.0 | 0.0 | Cc1cc2cc(CCNC(=O)C(=O)c3c[nH]c4ccccc34)c(=O)[nH]c2cc1C
101.0 | 101.0 | 103.0 | -12.0 | -8.0 | 98.0 | 101.0 | 100.0 | -8.0 | -11.0 | -22.0 | Cc1cc(C)c2nc(N)sc2c1
97.0 | 99.0 | 101.0 | -2.0 | -4.0 | 105.0 | 99.0 | 97.0 | -6.0 | -1.0 | -4.0 | O=C(COc1ccc(Cl)cc1)NCc1ccncc1
92.0 | 97.0 | 98.0 | 0.0 | -3.0 | 98.0 | 103.0 | 98.0 | 0.0 | -6.0 | -2.0 | O=C(CP(=O)(c1ccccc1)c1ccccc1)N1CCOCC1
96.0 | 95.0 | 98.0 | -22.0 | -5.0 | 94.0 | 92.0 | 94.0 | -4.0 | -3.0 | -1.0 | Cc1ccc2nc3sc(C(=O)Nc4ccc(N5CCOCC5)cc4)c(N)c3cc2c1
96.0 | 96.0 | 96.0 | -1.0 | 0.0 | 104.0 | 99.0 | 97.0 | 0.0 | 1.0 | 3.0 | O=C(Oc1c(CN2CCOCC2)cc(Cl)c2cccnc12)c1ccccc1
99.0 | 98.0 | 102.0 | -3.0 | -4.0 | 99.0 | 98.0 | 98.0 | 0.0 | -5.0 | 0.0 | COc1cccc(=O)c2c(C)oc(C)c12
96.0 | 96.0 | 98.0 | 0.0 | 5.0 | 92.0 | 96.0 | 95.0 | 1.0 | -2.0 | -2.0 | COc1ccc(OC)c(CNC(=O)c2coc(=O)c3ccccc23)c1
98.0 | 101.0 | 101.0 | -11.0 | 0.0 | 98.0 | 101.0 | 101.0 | -8.0 | -9.0 | -10.0 | COC(=O)c1ccc(-n2nnnc2SCC(=O)Nc2ccccc2C(=O)OC)cc1
95.0 | 95.0 | 100.0 | -3.0 | -5.0 | 97.0 | 94.0 | 97.0 | -4.0 | -2.0 | -6.0 | O=C(O)C1=C[C@@H](c2coc3ccccc3c2=O)C[C@@H](OCc2ccc(CO)cc2)O1
93.0 | 99.0 | 96.0 | 0.0 | -2.0 | 97.0 | 97.0 | 94.0 | 0.0 | 0.0 | -1.0 | O=C(CN(c1ccccc1)S(=O)(=O)c1ccccc1)NCCSc1nc2ccccc2s1
98.0 | 97.0 | 97.0 | -2.0 | 1.0 | 97.0 | 98.0 | 96.0 | -5.0 | -2.0 | 1.0 | COC(=O)C1=C(CSCc2ccccc2)NC(=O)NC1c1cc(C)ccc1C (stereo not given)
97.0 | 97.0 | 100.0 | 0.0 | 0.0 | 95.0 | 98.0 | 100.0 | 0.0 | 0.0 | 2.0 | CC1(C)CC(=O)c2cn3c(nc2C1)nc1ccccc13
96.0 | 101.0 | 102.0 | 3.0 | -1.0 | 99.0 | 101.0 | 101.0 | -9.0 | -7.0 | -11.0 | COc1cc(NC(=O)CSc2nnc(-c3ccncc3)n2C2CCCCC2)ccc1NC(=O)c1ccco1
97.0 | 99.0 | 101.0 | -2.0 | 3.0 | 99.0 | 98.0 | 100.0 | -7.0 | -2.0 | -12.0 | CCCOc1ccc(-c2nc(C#N)c(N3CCc4ccccc4C3)o2)cc1
99.0 | 100.0 | 104.0 | -6.0 | -3.0 | 100.0 | 99.0 | 100.0 | -2.0 | -7.0 | -4.0 | COc1ccc(C(=O)Nc2ccc(C)cc2C(=O)c2ccccc2)cc1
100.0 | 102.0 | 109.0 | 0.0 | -1.0 | 99.0 | 101.0 | 105.0 | 0.0 | -4.0 | -3.0 | CCCCOC(=O)n1c(SCC(=O)N(CC)CC)nc2ccccc21
96.0 | 97.0 | 87.0 | -11.0 | -6.0 | 100.0 | 97.0 | 96.0 | -11.0 | -3.0 | -8.0 | CC1=C(C(=O)Nc2ccccc2)C(c2ccc(C)o2)n2c(s/c(=C\c3ccco3)c2=O)=N1 (stereo not given)
100.0 | 106.0 | 105.0 | 1.0 | -2.0 | 107.0 | 106.0 | 105.0 | -2.0 | -1.0 | -1.0 | CCC(=O)c1ccc(N2CCN(C(=O)COc3ccc(F)cc3)CC2)c(F)c1
105.0 | 104.0 | 111.0 | -3.0 | -1.0 | 103.0 | 104.0 | 107.0 | -8.0 | -9.0 | -8.0 | Fc1cc2nccnc2cc1N1CCSCC1
104.0 | 99.0 | 100.0 | -6.0 | -4.0 | 98.0 | 101.0 | 99.0 | -4.0 | -2.0 | -8.0 | Cc1ccc([N+](=O)[O-])c(OCCN2CCCCCC2)c1
94.0 | 100.0 | 99.0 | -3.0 | 0.0 | 106.0 | 101.0 | 98.0 | -3.0 | 0.0 | -4.0 | CC1Oc2ccccc2N(CC(=O)c2ccc(F)cc2)C1=O (stereo not given)
96.0 | 98.0 | 101.0 | -4.0 | -1.0 | 97.0 | 98.0 | 98.0 | -2.0 | 2.0 | 4.0 | CC(O)c1cccc(NC(=O)CCCc2ccccc2)c1 (stereo not given)
102.0 | 105.0 | 108.0 | -5.0 | 0.0 | 105.0 | 105.0 | 107.0 | -8.0 | -5.0 | -11.0 | O=C(c1ccccc1)N1CCN(CC#Cc2ccccc2)CC1
94.0 | 96.0 | 97.0 | 0.0 | 4.0 | 96.0 | 96.0 | 97.0 | 3.0 | -2.0 | 0.0 | O=C(Nc1ccc(Br)cc1)C(c1ccccc1)c1ccccc1
97.0 | 96.0 | 99.0 | 0.0 | 1.0 | 97.0 | 96.0 | 97.0 | 0.0 | -2.0 | -2.0 | Cc1ccc(CC(=O)NCc2ccc(F)cc2)cc1
96.0 | 99.0 | 99.0 | -8.0 | -3.0 | 98.0 | 98.0 | 101.0 | -1.0 | 0.0 | 0.0 | CC1(C)Cc2c(sc3c2C(=O)N(c2ccccc2)C2=NCCCN23)CO1
101.0 | 100.0 | 104.0 | 0.0 | -1.0 | 103.0 | 98.0 | 101.0 | 1.0 | -4.0 | 1.0 | Cc1ccc(NC(=S)NN(C)c2nc(C)cnc2C)cc1
100.0 | 102.0 | 103.0 | -7.0 | 0.0 | 102.0 | 102.0 | 106.0 | -10.0 | -9.0 | -18.0 | CNc1nnc(CSc2nc(C)cc(C)n2)s1
95.0 | 96.0 | 98.0 | -1.0 | -2.0 | 96.0 | 95.0 | 95.0 | -5.0 | -4.0 | -6.0 | CCO[C@H]1OC(C(=O)NCc2nc3ccccc3[nH]2)=C[C@@H](c2ccc(C(F)(F)F)cc2)[C@@H]1CCCO
97.0 | 100.0 | 99.0 | 0.0 | 1.0 | 104.0 | 96.0 | 97.0 | -3.0 | -8.0 | 0.0 | COc1cc(C2SC(C)C(=O)N2CCc2ccccc2)cc(OC)c1OC (stereo not given)
102.0 | 101.0 | 103.0 | -2.0 | 0.0 | 101.0 | 101.0 | 101.0 | -6.0 | -4.0 | -8.0 | O=C(Nc1ccc(Cl)cc1C(=O)Nc1ccccn1)c1ccco1
94.0 | 96.0 | 102.0 | 3.0 | 6.0 | 95.0 | 100.0 | 100.0 | 2.0 | 0.0 | 9.0 | CCOC(=O)C1=C(c2ccccc2)NC(=O)NC1c1cc(Cl)c(O)c(OC)c1 (stereo not given)

Complete entries, quoted from the list. Screens in order: Rac1 mut GTP, HRas wt GTP bind, Rac1 wt GTP bind, Bcl-XL Bim block, Bcl-W Bim block, Rab7 wt GTP bind, Rab2A wt mod, Cdc42 wt GTP, Bcl-2 Bim block, Bim-Bcl-B, Bfl-1 Bim block
CCOC(=O)C1=C(c2ccccc2)NC(=O)NC1c1cc(Cl)c(O)c(OC)c1 (stereo not given) across the screens: 94.0, 96.0, 102.0, 3.0, 6.0, 95.0, 100.0, 100.0, 2.0, 0.0, 9.0
O=C(Nc1ccc(Cl)cc1C(=O)Nc1ccccn1)c1ccco1 across the screens: 102.0, 101.0, 103.0, -2.0, 0.0, 101.0, 101.0, 101.0, -6.0, -4.0, -8.0
CNc1nnc(CSc2nc(C)cc(C)n2)s1 across the screens: 100.0, 102.0, 103.0, -7.0, 0.0, 102.0, 102.0, 106.0, -10.0, -9.0, -18.0
COc1cc(C2SC(C)C(=O)N2CCc2ccccc2)cc(OC)c1OC (stereo not given) across the screens: 97.0, 100.0, 99.0, 0.0, 1.0, 104.0, 96.0, 97.0, -3.0, -8.0, 0.0
